# NCI-60 one-dose screen, 48 h, at 10 µM unless noted. Numbers give growth in % (100 = growth as untreated, 0 = no growth, -100 = all killed).
# HL-60(TB): HL-60(TB) leukemia cells; AID 1794776; 78,000 tested, 9% active; active = growth percent below 10
# Active calls of the source: *; [ ] = dose if it differs, or a comment. An excerpt (hit frequency here may not be typical).
SMILES,HL-60(TB)
O=C(Nc1ccc(Oc2cccc(F)c2)c(Cl)c1)c1ccnnc1,70
CC1SC(c2ccc(Br)cc2)N(NC(=O)CCC(=O)c2nc3ncccc3[nH]2)C1=O (stereo not drawn),101
CN1C(=O)CNC(=O)[C@H](NC(=O)c2nc3ccccc3cc2O)CSSC[C@H]1C(=O)O,110
CC(=O)Oc1cccc(O)c1,96
CCCNC(=O)c1c(C)[nH]c(-c2nc3ccccc3[nH]2)c1C,120
Cc1c(Cl)cccc1NC(=O)c1sc2nc3c(cc2c1N)CN(CCc1ccccc1)CC3,85
CC(C)(C)OC(=O)N(CCCCCCN(CCCNC(=O)C1CCC2(CC1)OOC1(O2)C2CC3CC(C2)CC1C3)C(=O)OC(C)(C)C)CCCNC(=O)C1CCC2(CC1)OOC1(O2)C2CC3CC(C2)CC1C3 (stereo not drawn),44[8.5 µM]
Cc1cc(C2(c3ccc(O)c(C)c3)OS(=O)(=O)c3ccccc32)ccc1O,79
Cc1ccc(C2CC(c3nc(-c4ccc(Cl)cc4)oc3C)=NN2C(=O)c2ccncc2)cc1 (stereo not drawn),98
NS(=O)(=O)c1ccc(N=Nc2c(O)n(Cc3ccccc3)c3ccc(Br)cc23)cc1,96
Cc1ccc(-c2nc3nc(-c4ccccc4)nc(N4CCN(S(C)(=O)=O)CC4)c3o2)cc1,98
O=C(CCC(=O)Oc1ccccc1)Oc1ccccc1,70
Cc1cc(O)c(C(C)C)cc1O,104
CC1OC(O[C@@H]2[C@H](O)C(CO)OC(O[C@H]3COC(O[C@H]4CC[C@]5(C)[C@H]6CC[C@]78OC[C@@]9(CCC(C)(C)C[C@H]97)[C@H](O)C[C@@]8(C)[C@]6(C)CC[C@H]5C4(C)C)[C@@H](OC4OC(CO)[C@@H](O)[C@@H](O)[C@@H]4O)[C@@H]3O)[C@H]2OC2OC[C@@H](O)[C@@H](O)[C@@H]2O)[C@@H](O)[C@@H](O)[C@H]1O (stereo partly drawn),-61*
CCN1C(=O)N(CC)C2Nn3c(s/c(=C\c4ccccn4)c3=O)=NC21 (stereo not drawn),116
CCOC(=O)C1Cc2ccccc2OC1=O (stereo not drawn),112
CCN1CCOC(c2ccccc2)C1 (stereo not drawn),96
CC(=O)OCc1ccccn1,98
CC(=O)c1c(C)c(C)cc(C)c1C,99
FC(F)(F)Oc1cccc(-c2cc(NCCCCCCNc3cc(-c4cccc(OC(F)(F)F)c4)nc4ccc(N5CCCC5)cc34)c3cc(N4CCCC4)ccc3n2)c1,22
CC(=O)C1(C)C(=O)N(c2ccc(F)cc2)C(=O)N1c1ccc(F)cc1 (stereo not drawn),95
CC(C)=CCC[C@H](C(=O)O)[C@@H]1CC[C@]2(C)C3=C(CC[C@@]12C)[C@@]1(C)CC[C@H](O)C(C)(C)[C@@H]1CC3,85
CCCc1oc2ccccc2c(=O)c1C(=O)c1ccc(O)cc1,126
NC(N)=N/N=C(/CCC(=O)O)C(=O)O,102
FC(F)(F)C(F)(F)C(F)(F)c1nc2nc(Cl)c(Cl)nc2[nH]1,84

# Part of the list above in another layout.
O=C(CCC(=O)Oc1ccccc1)Oc1ccccc1
  HL-60(TB) = 70

Cc1cc(O)c(C(C)C)cc1O
  HL-60(TB) = 104

CC1OC(O[C@@H]2[C@H](O)C(CO)OC(O[C@H]3COC(O[C@H]4CC[C@]5(C)[C@H]6CC[C@]78OC[C@@]9(CCC(C)(C)C[C@H]97)[C@H](O)C[C@@]8(C)[C@]6(C)CC[C@H]5C4(C)C)[C@@H](OC4OC(CO)[C@@H](O)[C@@H](O)[C@@H]4O)[C@@H]3O)[C@H]2OC2OC[C@@H](O)[C@@H](O)[C@@H]2O)[C@@H](O)[C@@H](O)[C@H]1O (stereo partly drawn)
  HL-60(TB) = -61*

# Pulled one by one from the entries so far, seven records:
SMILES,HL-60(TB)
CCN1C(=O)N(CC)C2Nn3c(s/c(=C\c4ccccn4)c3=O)=NC21 (stereo not drawn),116
CC(=O)Oc1cccc(O)c1,96
CCCc1oc2ccccc2c(=O)c1C(=O)c1ccc(O)cc1,126
Cc1ccc(C2CC(c3nc(-c4ccc(Cl)cc4)oc3C)=NN2C(=O)c2ccncc2)cc1 (stereo not drawn),98
NC(N)=N/N=C(/CCC(=O)O)C(=O)O,102
CCCNC(=O)c1c(C)[nH]c(-c2nc3ccccc3[nH]2)c1C,120
FC(F)(F)C(F)(F)C(F)(F)c1nc2nc(Cl)c(Cl)nc2[nH]1,84

# Remaining list, next part
SMILES,HL-60(TB)
CCCCCCCCCC1OCC(C)([N+](=O)[O-])CO1 (stereo not drawn),100
N#Cc1c(NN)nc(=S)[nH]c1-c1ccco1,82
N#CC1C(=O)Nc2cccnc21 (stereo not drawn),117
O=S1(=O)c2ccccc2C(O)(c2ccccc2)c2ccccc21,120
COc1ccc(C2NC(=O)NC(C)=C2C(=O)c2cnccn2)c(OC)c1 (stereo not drawn),108
COc1cc(/C=C/C(=O)c2cccc(NC(=O)CSc3nc4ccccc4c(=O)n3-c3ccccc3)c2)cc(OC)c1OC,94
Cc1cccc(OCC(O)CN2CCN(c3ccccc3Cl)CC2)c1 (stereo not drawn),77
O=C(O)c1ccc(NC(=O)c2ccc(-c3cccc([N+](=O)[O-])c3)o2)cc1,105
CCCC(=O)Oc1ccc(/C(=C(\C)c2ccccc2)c2ccc(OCCCN(C)C)cc2)cc1,73
N#CC1C(=O)NC(c2ccccc2[N+](=O)[O-])c2sc3c(F)cccc3c21 (stereo not drawn),82
Cc1ccc(S(=O)(=O)N(CCCBr)c2ccccc2)cc1,37
Cn1ccnc1C(=O)/C=C/c1ccc(CC(=O)Nc2nc3ccccc3s2)cc1,60
O=C(c1cc(-c2ccc(Cl)cc2)nc2ccccc12)N1N=C(c2ccccc2)CC1c1cc(-c2ccccc2)nn1-c1ccccc1 (stereo not drawn),92
COc1cc(/C=C2\C=C(c3ccccc3)N(Cc3ccccc3)C2=O)cc(OC)c1OC,83
NNS(=O)(=O)c1ccc(Oc2ccc(S(=O)(=O)NN)cc2)cc1,122
C#Cc1cccc(NC(=O)Nc2ccccc2NC(=O)CCl)c1,17[8.25 µM]
C/C=N/c1ncnc2c1N=C(c1ccc3c(c1)OCO3)CC(c1ccc([N+](=O)[O-])cc1)N2C(C)=O (stereo not drawn),80
N#CCCCCCn1c2ccccc2c2c3[nH]c(=O)n(N)c(=O)c3c3c4ccccc4n(CCCCCC#N)c3c21,82
N/C(=N\C(N)=N\c1nc2ccccc2s1)c1cnccn1,0.4*
COc1cc(NCCCC2CCCCN2)c2ncccc2c1OC (stereo not drawn),46
CNC(=O)c1cc(Oc2ccc3c(c2)sc2nc(-c4ccc(F)cc4)cn23)ccn1,95
C=C(CN1CC=CCC1)[C@@H]1CC[C@]2(C(=O)OC)CC[C@]3(C)[C@H](CC[C@@H]4[C@@]5(C)CC[C@H](OC(C)=O)C(C)(C)[C@@H]5CC[C@]43C)[C@@H]12,50
Clc1cc(Cl)c2c(c1)CN(Cc1ccccc1)CO2,99
COc1ccc(-c2cc(=O)c3c(ccc4ccccc43)o2)cc1,68
COc1ccc(/C=C/c2nc3ccccc3nc2/C=C/c2ccc(OC)cc2)cc1,105

# Following part
SMILES,HL-60(TB)
C#Cc1cccc(NC(=O)c2ccc(Cl)cc2Cl)c1,73
COCCn1cc(-c2nc(-c3ccsc3)cs2)c2cc(OC)ccc21,101
OCC(O)C1OCOC(C(O)CO)C1O (stereo not drawn),93
COc1ccc(-c2cc(=O)c3ccc(O)cc3o2)cc1,48
C(#CSCc1ccccc1)SCc1ccccc1,92
O=C(CCCC(=O)c1ccccc1)c1ccccc1,92
OC(c1cc2cc(Br)ccc2c2cc(Br)ccc12)C1CCCCN1 (stereo not drawn),-62*
O=C(/C=C/c1ccco1)c1ccc(Nc2ccnc3cc(Cl)ccc23)cc1,6.3*
Cc1ccc(C2=NN(c3ccc(S(N)(=O)=O)cc3)C(=O)CC2)c(C)c1,116
c1ccc2c(c1)ccn2-c1nc2ccccc2n2c1nc1ccccc12,97
CCOc1ccc(OCc2ccc(C(=O)NCC3CCCO3)o2)cc1 (stereo not drawn),104
CCOC(=O)C1C(c2ccc3c(c2)OCO3)NC(=S)NC1(O)C(F)(F)F (stereo not drawn),112
CCCC1OC(c2ccco2)OCC1CC (stereo not drawn),102
Cc1[nH]nc(-c2ccc(OCc3ccc(F)cc3)cc2O)c1Oc1ccccc1,100
COc1ccccc1/C=C/C(=O)c1nnn(-c2ccc(Br)cc2)c1C,60
O=C1/C(=C/c2cccc(OCc3ccc(Cl)cc3)c2)N=C2SCCN12,67
COc1cc2nc(SC)n(-c3ccc(Cl)cc3)c(=O)c2cc1OC,102
C=CCc1c(OCCN(C)C)ccc2ccccc12,100
O=C(NS(=O)(=O)c1cccc(Br)c1)n1cc(-c2ccncc2)c(-c2ccc(Cl)c(O)c2)n1,67
CC(C)(N)COS(=O)(=O)O,94
COc1cc(OC)c2cc(C(=O)c3cccc4ccccc34)c(=O)oc2c1,65
COc1cc(-c2[o+]c3cc(O)cc(OC4OC(CO)C(O)C(O)C4O)c3cc2OC2OC(CO)C(O)C(O)C2O)cc(OC)c1O (stereo not drawn),111
C[C@@H]1NC(=O)CNC(=O)[C@H](CCCNC(=N)N)NC(=O)[C@H](Cc2ccc(O)cc2)NC(=O)[C@H](CO)NC(=O)[C@H](Cc2c[nH]c3ccccc23)NC(=O)[C@H](CCC(N)=O)NC(=O)[C@H](Cc2c[nH]cn2)NC(=O)[C@@H](Cc2ccc(O)cc2)NC(=O)CSC[C@@H](C(N)=O)NC(=O)[C@H](CO)NC(=O)[C@H](CCCNC(=N)N)NC(=O)[C@H](Cc2ccc(O)cc2)NC(=O)[C@H]([C@@H](C)O)NC1=O,131
Cc1ccc(S(=O)(=O)NC(=O)n2cc(-c3ccncc3)c(-c3ccc(Cl)c(O)c3)n2)cc1,85
COc1cc(-c2cc(=O)c3ccccc3n2C)cc(OC)c1OC,90

# The listing continues:
SMILES,HL-60(TB)
CC(C)(C)C(=O)OCOP(=O)(NCc1ccccc1)C1CCCN(O)C1=O (stereo not drawn),52
CSc1cc(SC)ncn1,101
CC(=O)c1sc(-c2cccc(C(F)(F)F)c2)cc1N,88
CCCCc1cncc(CCCC)c1,102
Cc1ccc2c(n1)C(=O)C(Br)=C(C(C)C)C2=O,65
Fc1ccc(-c2cc(C(Cl)Cl)no2)cc1,136
CCCCc1nc(Cl)c(C2CC(c3ccc(S(N)(=O)=O)cc3)=NN2c2ccc(C#N)cc2)[nH]1 (stereo not drawn),93
O=C1CC2(O)CSc3nc(=O)cc(n32)N1 (stereo not drawn),100
CC1CCN(C(=O)Nc2c(Cl)cccc2Cl)CC1,103
Cc1ccc(CBr)cc1,84
O=C(O)c1ccc(-n2cc(CNc3ccc(F)c(C(F)(F)F)c3)c(-c3ccc(F)cc3)n2)cc1,99
CC(=O)C1CCC2C3CCC4CC(=O)CCC4(C)C3C=CC12C (stereo not drawn),116
CN(Cc1ccc(Cl)cc1Cl)CC(O)C(O)C(O)C(O)CO (stereo not drawn),118
CC(NC(=O)CCc1nc2c(=O)[nH]c(=S)[nH]c2[nH]c1=O)C(=O)O (stereo not drawn),103
COc1ccc(Nc2ncnc3onc(-c4ccccc4)c23)cc1,101
Nc1nc(=O)c2nccnc2c(=O)[nH]1,104
C#CCOc1ccc(/C=N/Nc2nc(-c3cc4cc(Br)cc(Br)c4oc3=O)cs2)cc1,86
O=S(=O)(O)c1cccc(S(=O)(=O)O)c1,95
COc1ccccc1N1CCN(C(CNS(=O)(=O)c2ccc(Cl)cc2)c2cccnc2)CC1 (stereo not drawn),66
NC(=O)SCC(=O)Nc1ccccc1NC(=O)CSC(N)=O,101
CCOC(=O)c1nc2cc(C#N)ccn2c1C(=O)c1ccccc1,107
O=C1c2ccccc2C(=O)c2c3c(cc(NCCNCCO)c21)N(CCO)CCN3,94
NS(=O)(=O)Oc1ccc2c(c1)O/C(=C\c1ccc(N3CCN(Cc4ccccc4)CC3)cc1)C2=O,81
OC1CNC(=S)NC1,103
CC(=O)Nc1nc(C)c(C(=O)N/N=C/c2ccc(Cl)cc2)s1,114

# Looked up above:
# Entry of `Fc1ccc(-c2cc(C(Cl)Cl)no2)cc1` in HL-60(TB): 136
# Entry of `COc1ccccc1N1CCN(C(CNS(=O)(=O)c2ccc(Cl)cc2)c2cccnc2)CC1` (stereo not drawn) in HL-60(TB): 66
# Entry of `OC1CNC(=S)NC1` in HL-60(TB): 103
# Entry of `Nc1nc(=O)c2nccnc2c(=O)[nH]1` in HL-60(TB): 104
# Entry of `NC(=O)SCC(=O)Nc1ccccc1NC(=O)CSC(N)=O` in HL-60(TB): 101

# Next structures follow:
SMILES,HL-60(TB)
COc1cc(CNC(=O)CCCC/C=C/C(C)C)ccc1OCc1cn(-c2ccc(Br)cc2)nn1,79
CC(=O)Nc1cccc2c1C(=O)OC2=O,103
CC(=O)Nc1ccc2c3c(cccc13)CC2,105
Cc1cc(C=O)c2c3c(oc2c1)C(=O)c1c(OC2CC(O)[C@@H](O)[C@H](C)O2)cccc1C3=O (stereo partly drawn),91
Oc1ccccc1-c1nc(-c2ccccc2)cn2ccnc12,82
COc1ccc(C2CC(c3cc(OC)c(OC)c(OC)c3)=NN2C(C)=O)cc1OCC(=O)Nc1nc2ccc(OC(F)(F)F)cc2s1 (stereo not drawn),52
COc1cc(-c2cc(-c3ccccc3)nc3nc(N)[nH]c(=O)c23)ccc1Oc1ccnc2cc(Cl)ccc12,103
CCOP(=O)(Cc1c(Cl)c(Cl)c(CP(=O)(OCC)OCC)c(Cl)c1Cl)OCC,102
CCOP(=O)(OCC)c1nc(-c2ccccc2)oc1NCc1ccc2c(c1)OCO2,97
COc1cc2oc(C(=O)N[C@@H](Cc3ccccc3)C(=O)C(N)=O)c(C)c(=O)c2cc1OC,98
O=[As](O)(O)c1ccccc1Cl,88
O=c1ccn(C2OC(F)(CO)C(O)C2F)c(=O)[nH]1 (stereo not drawn),114
CCOC(=O)/C(N=Nc1c(C(=O)O)ccc2c1C(=O)c1ccccc1C2=O)=C(\C)O,101
CC1=NN(Cc2nc(-c3ccc(Cl)cc3)n[nH]2)C(=O)C1,99
N#CC(C#N)=C1CCCCC1,86
C[C@H](N)C(=O)N1CCCC(OC(=O)NC(C)(C)c2csc(-c3ccc(F)cc3)n2)C1 (stereo partly drawn),90

# Source: PubChem BioAssay
